Compound activity deposited in PubChem by several laboratories.
FXIIa inh = blocks human coagulation factor XIIa protease activity; actives 0.3% (n = 220,000); P00748; inhibition, % at 5 µM; AID 800; purified FXIIa, Boc-QGR-AMC fluorogenic substrate, 2 h; in the data active = inhibition above about 40%;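 also: 0% = enzyme with no compound and 100% = blank without enzyme; many of its hits are not listed in these tables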
eIF4E 4G PPI = inhibitors of eIF4E and eIF4G interaction in translation initiation. inhibition, % at 21.7 µM. TR-FRET eIF4E-eIF4GI(517-606) binding, 2 h. actives 0.37% (n = 220,000). P63073+Q04637;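 active = inhibition above about 30%, limit read from the data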;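 also: 0% = full FRET control wells and 100% = background wells lacking eIF4GI fragment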
Rad51 HR inh = Rad51 (human) homologous recombination inhibition | inhibition, % at 10 µM | hRad51 DNA strand exchange, fluorescence dequenching | actives 0.085% (n = 200,000);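 active = inhibition above 40% at the single screening dose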;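 also: 0% = DMSO control wells and 100% = blanks with heterologous ssDNA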
Target sequence (Q06609 whole entry, looked up): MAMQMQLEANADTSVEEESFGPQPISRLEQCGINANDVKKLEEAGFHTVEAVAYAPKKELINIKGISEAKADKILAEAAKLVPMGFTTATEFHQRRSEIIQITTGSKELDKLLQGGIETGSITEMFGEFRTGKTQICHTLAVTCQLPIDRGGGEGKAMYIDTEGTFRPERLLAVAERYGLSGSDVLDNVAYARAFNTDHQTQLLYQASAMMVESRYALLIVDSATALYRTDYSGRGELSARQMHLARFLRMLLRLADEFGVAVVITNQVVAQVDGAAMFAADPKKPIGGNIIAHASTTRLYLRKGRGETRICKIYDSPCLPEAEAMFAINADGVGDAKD
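System: hRad51 filaments on single-stranded DNA; reagent: Fluorescein- and BHQ1-tagged 47-mer duplex; compound dosing: one concentration, 10 µM final; timing: filaments 15 min 37 °C, then compound 30 min; measured by: fluorescein emission 520 nm, excitation 485 nm; benchmarks: per-plate controls and blanks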
p97 ATPase inh = inhibitors of human p97 ATPase; P55072; recombinant p97 ATPase, Kinase-Glo ATP luminescence, 3 h; actives 0.42% (n = 220,000); inhibition, % at 8 µM; in the data active = inhibition above about 15%;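 also: 0% = DMSO vehicle and 100% = wells lacking enzyme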
14-3-3 Bad PPI = disrupts binding of bovine 14-3-3 zeta to phospho-Bad peptide | TR-FRET 14-3-3zeta/Dy647-pBad peptide displacement, 1 h | AID 781 | inhibition, % at 21.7 µM | P63103 | actives 0.71% (n = 220,000);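 active = inhibition above about 70%, limit read from the data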;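 also: 0% = full 14-3-3 plus peptide FRET controls and 100% = background without 14-3-3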
MDM2 E3 inh = inhibitors of human Mdm2 E3 ubiquitin ligase; Q00987; signal enhancement, % at 5 µM; actives 0.11% (n = 210,000); cell-based MDM2 ubiquitination luciferase reporter, 2 h; 0 = plate control, 100 = twice control, blank-subtracted;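 active = signal enhancement of 30% or more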;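 also: luminescence tracks abundance of the self-degrading MDM2-luciferase fusion protein; higher signal means inhibition of MDM2 E3 ligase activity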
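Buffer or medium: Cells held in DMEM | Assay system: Stable mammalian line carrying autodegrading MDM2–luciferase fusion reporter | Quantity: 2000 cells/well | Times: 4 h settle plus 2 h compound, 37 °C | Doses: One concentration, 5 µM, with 0.2% DMSO | Technique: Luminescence with SteadyLite reagent, 15 min at room temperature | Benchmarks: Plate controls and plate blanks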
Wee1 degr inh = blocks degradation of human Wee1 kinase; P30291; HeLa Luc-Wee1K328M stability, luciferase luminescence; 100% = proteasome inhibitor MG132 effect; reporter increase, % at 5 µM; actives 1.2% (n = 220,000); AID 1321;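 active = activation above the mean of all tested compounds plus 3 SD, set per screening run, cut at about 8.8% in these data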;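 also: cells exposed to compound for 20 h before luminescence read; 0% = DMSO alone and 100% = MG132 at 30 µM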
FXIa inh = inhibitors of human coagulation factor XIa. purified FXIa, Boc-Glu-Ala-Arg-AMC fluorogenic substrate. inhibition, % at 5 µM. actives 0.14% (n = 220,000). AID 798;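 active = inhibition of at least 40%; inactive = inhibition below 40%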;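 also: fluorescence of freed AMC excited at 355 nm; 0% = enzyme without compound and 100% = no enzyme blank; many of its hits are not listed in these tables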
Target sequence (P03951 19-387 limits assumed): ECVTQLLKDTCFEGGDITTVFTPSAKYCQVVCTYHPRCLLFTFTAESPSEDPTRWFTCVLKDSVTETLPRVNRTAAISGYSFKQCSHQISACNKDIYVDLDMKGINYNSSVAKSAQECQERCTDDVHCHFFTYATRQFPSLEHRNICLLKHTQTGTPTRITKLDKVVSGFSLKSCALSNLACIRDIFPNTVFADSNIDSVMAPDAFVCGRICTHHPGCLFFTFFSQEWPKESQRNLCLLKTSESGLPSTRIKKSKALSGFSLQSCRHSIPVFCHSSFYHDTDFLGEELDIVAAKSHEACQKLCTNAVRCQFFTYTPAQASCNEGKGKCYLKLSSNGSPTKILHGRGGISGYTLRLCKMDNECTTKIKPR
Target sequence (P03951 388-625 limits assumed): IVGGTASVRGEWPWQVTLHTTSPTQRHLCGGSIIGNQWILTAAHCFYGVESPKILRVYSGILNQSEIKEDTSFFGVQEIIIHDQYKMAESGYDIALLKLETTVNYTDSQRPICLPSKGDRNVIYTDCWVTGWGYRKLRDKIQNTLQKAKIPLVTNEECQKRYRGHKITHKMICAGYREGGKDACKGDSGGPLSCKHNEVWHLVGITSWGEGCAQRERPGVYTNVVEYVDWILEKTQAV
KLK5 inh = inhibitors of human kallikrein 5 | inhibition, % at 5 µM | recombinant hK5, fluorogenic AMC substrate cleavage | AID 873 | actives 0.59% (n = 210,000) | Q9Y337;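 active = inhibition of 40% or more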;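 also: 0% = enzyme controls without compound and 100% = no-enzyme blanks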
Numbers without * were called inactive; x = no result given; [ ] = dose if it differs, or a comment.

SMILES	FXIIa inh	eIF4E 4G PPI	Rad51 HR inh	p97 ATPase inh	14-3-3 Bad PPI	MDM2 E3 inh	Wee1 degr inh	FXIa inh	KLK5 inh
O=C(Cn1c(NCCO)nc2ccccc21)NCCc1ccccc1	17	-1	7	2	0	-10	2	-1	1
CCNC(=O)NC(=O)c1csc([N+](=O)[O-])c1	2	8	8	6	7	-8	-1	5	2
C=CCOc1ccc2ccccc2c1CNCCCN1CCOCC1	3	-4[fluorescence artefact?]	x	3	61	-16	-2	3	1
COc1cc(CNc2ccc3c(c2)CCC3)cc(OC)c1O	13	-2	0	-2	58[fluorescence artefact?]	-2	4	3	-17
O=C(NCCn1ccc2ccccc21)c1cccc([N+](=O)[O-])c1	5	1	1	3	-11	0	0	-3	-3
CC(=O)CSc1nc2ccc(Nc3nc(N4CCOCC4)nc(N4CCOCC4)n3)cc2s1	10	6	-3	1	31	-16	5	-3	-2
O=C(COc1ccc(C(=O)Nc2ccc(Cl)cc2)cc1)NCc1ccccc1	6	5	x	0	4	x	2	3	-27
CCOc1cc(N2CCOCC2)c(OCC)cc1NC(=O)c1cc(-c2ccco2)nc2ccccc12	11	8	4	5	63	-29	0	-3	2
CC1Cc2ccccc2N1C(=O)COC(=O)C1(c2ccccc2F)CCCC1 (stereo not drawn)	8	6	0	-11	9	-76	-1	0	31
COc1ccc(/C=N/NC(=O)c2ccc(O)cc2O)cc1CSc1ccccn1	-5	7	-3	-4	8[fluorescence artefact?]	-17	-3	-5	-5
CN1CCc2c(OCC(=O)N3N=C(c4cccs4)CC3c3ccc(F)cc3)cccc2C1=O (stereo not drawn)	3	1	-5	-1	-2	-5	1	-3	-3
Cn1c(N)c(C(=O)COC(=O)c2nc(Cl)ccc2Cl)c(=O)n(C)c1=O	8	-2	-47	3	-1	3	3	0	4
CCCC1CCC(c2nc(-c3cccnc3)no2)CC1 (stereo not drawn)	-13	3	4	1	-3[fluorescence artefact?]	-4	-2	-6	-33
CCc1cc2c(=O)[nH]c(Cc3ccc(Cl)cc3)nc2s1	19	5	20	-11	-4	-16	-2	-9	-20
COc1ccc(NS(=O)(=O)c2ccc(OC)c(N(C)S(=O)(=O)c3ccc(Cl)cc3)c2)cc1	25	-8	1	-5	-8	-10	-2	7	0
COC1=CCC2([N+](=O)[O-])CN(CCO)CC1([N+](=O)[O-])C2 (stereo not drawn)	16	15	0	6	-20[fluorescence artefact?]	-8	3	7	-7
Cc1cc(NC(=O)c2cc(C3CC3)on2)no1	4	0	6	-4	-3	1	1	2	2
O=C(O)/C=C/C(=O)N1CCN(c2ccccc2F)CC1	9	17[fluorescence artefact?]	9	4	-7[fluorescence artefact?]	5	2	2	-12
COc1ccccc1CN=Cc1[nH]c2ccc(Br)c(Cl)c2c1O	31	-6	-137	1	-1	-16	-2	14	-20
O=C(Nc1ccccc1)OCCN1CCN(Cc2ccccc2)CCC1=O	6	-10	-5	-4	3	x	-4	-1	-6
CC(=O)c1ccc(S(=O)(=O)Nc2cccc(S(=O)(=O)NC3=NCCC3)c2)cc1	12	0	3	7	-1	-5	3	8	-15
CC(C)n1c(/N=C/c2c[nH]c3ccccc23)nc2ccccc21	12	10[fluorescence artefact?]	-9	6	2	5	0	7	4
COc1ccc(NC2=NCC(=O)N2c2ccccc2)c(OC)c1	11	3	-4	9	16[fluorescence artefact?]	-11	1	7	-33
O=C(Cn1c2[n+](c3ccc(C(F)(F)F)cc31)CCCCC2)Nc1ccccc1	25	34*[fluorescence artefact?]	x	6	4	x	0	19	-18
O=C(COc1ccc2ccc(=O)oc2c1)N1CCc2ccccc21	8	2	-3	0	1	14	-1	-1	4
CCOc1ccc(/C=C/C(=O)c2ccccc2)cc1	5	7	7	3	-2	-15	6	2	-3
O=C(COc1cccc2cccnc12)Nc1ccccc1	8	-4	3	3	-6	-10	2	3	-2
Nc1c(S(=O)(=O)c2ccccc2)c2nc3ccccc3nc2n1C1CC1	6	4	6	-4	32	-7	2	-1	0
COc1cc(Cl)c(C)cc1NC(=O)CSc1nnc(-c2ccco2)n1CC(C)C	15	-9	3	-4	1	-25	4	1	2
O=C(/C=C1\NC2(CCCC2)Cc2ccccc21)N1CCOCC1	0	-2	5	1	-35	-5	2	-5	-5

A section taken from the entries so far, as a working copy:
SMILES	FXIIa inh	eIF4E 4G PPI	Rad51 HR inh	p97 ATPase inh	14-3-3 Bad PPI	MDM2 E3 inh	Wee1 degr inh	FXIa inh	KLK5 inh
Nc1c(S(=O)(=O)c2ccccc2)c2nc3ccccc3nc2n1C1CC1	6	4	6	-4	32	-7	2	-1	0
COc1cc(Cl)c(C)cc1NC(=O)CSc1nnc(-c2ccco2)n1CC(C)C	15	-9	3	-4	1	-25	4	1	2
O=C(/C=C1\NC2(CCCC2)Cc2ccccc21)N1CCOCC1	0	-2	5	1	-35	-5	2	-5	-5

(listing goes on)
SMILES	FXIIa inh	eIF4E 4G PPI	Rad51 HR inh	p97 ATPase inh	14-3-3 Bad PPI	MDM2 E3 inh	Wee1 degr inh	FXIa inh	KLK5 inh
Cc1ccc(-c2nnc(SCC(=O)OC(C)C)n2N)cc1	7	5[fluorescence artefact?]	-9	1	-15	-6	-1	2	0
Cc1ccc(S(=O)(=O)NCCC(=O)Nc2ccc(Cl)c(Cl)c2)cc1	6	-13[fluorescence artefact?]	18	-5	1	-11	1	31	-15
CN(C1=C(NC(=O)c2ccc(Cl)cc2)C(=O)c2ccccc2C1=O)c1ccccc1	22	10	4	-3	-1[fluorescence artefact?]	-9	1	20	-3
CCN(c1cccc(C)c1)S(=O)(=O)c1cccc2nsnc12	18	3[fluorescence artefact?]	x	1	-5[fluorescence artefact?]	3	2	3	-5
Cc1ccccc1Nc1nc(N)nc(CN2CCN(Cc3ccc4c(c3)OCO4)CC2)n1	0	2	-3	3	-9	-2	-1	-4	2
O=c1nc(Nc2ccccc2)sc2ccc([N+](=O)[O-])cc12	4	11	-4	5	45	-8	1	6	5
O=C(COC(=O)c1ccc2c(c1)S(=O)(=O)N=C1CCCCCN12)NCc1cccs1	0	4	-23	2	0	-9	1	-8	26
O=C(CNC(=O)C1CCCCC1)Nc1cc(Cl)ccc1Cl	13	11[fluorescence artefact?]	6	2	-8	-5	1	8	-12
Cn1c(=O)n(CCc2ccccc2)c(=O)c2c1nc1n2CCCN1Cc1ccccc1	20	-2	-10	-5	-9	-14	1	19	3
O=C(NNc1ccccc1)/C(=C\c1cccnc1)NC(=O)c1ccccc1	4	2	4	1	4	-7	8	-1	-1

Looked up above:
Cn1c(=O)n(CCc2ccccc2)c(=O)c2c1nc1n2CCCN1Cc1ccccc1 – 14-3-3 Bad PPI = -9
O=C(CNC(=O)C1CCCCC1)Nc1cc(Cl)ccc1Cl – MDM2 E3 inh = -5
CCN(c1cccc(C)c1)S(=O)(=O)c1cccc2nsnc12 – FXIIa inh = 18
Cc1ccccc1Nc1nc(N)nc(CN2CCN(Cc3ccc4c(c3)OCO4)CC2)n1 – KLK5 inh = 2
CN(C1=C(NC(=O)c2ccc(Cl)cc2)C(=O)c2ccccc2C1=O)c1ccccc1 – FXIIa inh = 22
O=C(COC(=O)c1ccc2c(c1)S(=O)(=O)N=C1CCCCCN12)NCc1cccs1 – 14-3-3 Bad PPI = 0

(further entries)
SMILES	FXIIa inh	eIF4E 4G PPI	Rad51 HR inh	p97 ATPase inh	14-3-3 Bad PPI	MDM2 E3 inh	Wee1 degr inh	FXIa inh	KLK5 inh
COc1ccc(C2CC(c3ccccc3)=NN2C(=O)COC(=O)c2cccnc2)cc1 (stereo not drawn)	32	-2	-4	-7	39[fluorescence artefact?]	-8	-3	23	39
CCOc1ccc2[nH]c(=O)c(CN(Cc3ccc(F)cc3)C(=O)N3CCCC3)cc2c1	-1	-2	1	2	-3	8	-3	6	3
CCS(=O)(=O)N1CCC(C(=O)N2CCc3ccccc3C2)CC1	16	-1	x	3	5	2	-3	3	-10
Cc1nnc(-c2cnn(C)c2N)n1CCCN1CCOCC1	7	3	-1	2	-5	3	1	-4	-2
Cc1c(C)c(C)c(S(=O)(=O)N2CCSCC2)c(C)c1C	8	3	-3	7	-3	-8	3	1	-2
O=C(N/N=C/c1ccc(COc2ccc(Br)cc2)o1)c1ccco1	2	16[fluorescence artefact?]	7	1	-2	2	1	0	-13
COc1ccc(Cl)cc1NC(=O)COc1cccc(-n2cnnn2)c1	7	2	-5	4	9	-17	-1	2	-11
CCCCCOC(=O)Cc1c(O)c2ccccc2n(C)c1=O	9	-5	4	0	4	-15	0	-5	1
CCCCc1ccc(-c2nc(NC(=O)C3C4CCC(O4)C3C(=O)O)sc2C)cc1 (stereo not drawn)	5	8[fluorescence artefact?]	1	1	12	-11	2	-5	-20
CCN(/N=C/C=C/c1ccccc1)c1cc(=O)n(C)c(=O)[nH]1	0	3[fluorescence artefact?]	-4	0	-11[fluorescence artefact?]	-7	0	-4	0
O=C1[C@H](CC[C@H](O)c2ccc(F)cc2)[C@@H](c2ccc(O)cc2)N1c1ccc(F)cc1	x	2	4	-1	3	x	0	x	x
Cc1ccc(-c2nn(-c3cc(Cl)ccc3[N+](=O)[O-])c(=O)c3ccccc23)cc1C	0	0	10	-1	6	-13	0	4	-4
COCCNC(=O)CSc1nc2ccccc2c(=O)n1-c1cccc(OC)c1	11	-2[fluorescence artefact?]	x	2	3[fluorescence artefact?]	-11	0	3	26
CC(NC(=O)c1ccccc1)c1ccc(F)cc1 (stereo not drawn)	16	9	-24	3	-11	0	0	9	-8
NC(=O)c1ncc(C(F)(F)F)cc1Oc1ccc(F)cc1	15	17[fluorescence artefact?]	2	1	17[fluorescence artefact?]	-19	0	4	-4
COc1ccccc1NC(=O)Cc1csc(NC(=S)Nc2ccccc2)n1	6	1	4	1	0	-14	-1	-3	2
NC(=O)C1CCN(CC(=O)Nc2ccccc2N2CCOCC2)CC1	5	2	0	2	0	-10	1	0	1
O=C(Cn1c(-c2cncs2)nc2ccccc21)NC1CCCC1	8	2[fluorescence artefact?]	x	9	-2	-19	0	0	-15
COc1nc(-c2ccccc2)nnc1-c1ccccc1	1	2	-1	0	-5	-10	-2	-3	9
CCOCC(=O)Nc1cc(Cl)c(OC)cc1OC	2	1	-7	-6	-4	-10	0	-7	2
Cc1c(Cl)cccc1NC(=O)CCCN1C(=O)CCC1=O	10	-10[fluorescence artefact?]	x	-6	-3	-12	-3	-9	-18
Cc1cc(C)c(-c2cc(C(=O)Nc3c(C)n(C)n(-c4ccccc4)c3=O)[nH]n2)c(O)c1	8	6	8	-7	-1	-17	4	6	-1
C#CC(=O)N(c1ccc(OC)c(OC)c1)C(C(=O)NC1CCCC1)c1cccs1 (stereo not drawn)	-2	3	-4	10	17	-1	-1	-4	11
CCC(C)NC(=O)CNC(=S)N(CCCN1CCOCC1)Cc1cccs1 (stereo not drawn)	-1	4	3	-2	-16	-8	8	-8	-14
CCn1ncc(/C=C/C(=O)NCc2cnn(C)c2C)c1C	4	9	-7	1	-3[fluorescence artefact?]	-28	0	-9	-16
COc1cccc(C2C(C(C)=O)=C(O)C(=O)N2CCc2c[nH]c3ccccc23)c1 (stereo not drawn)	18	4	-2	3	1	-16	3	5	-1
CNC(=O)c1ccc(OC2CSC2)cc1	11	-1[fluorescence artefact?]	2	4	1[fluorescence artefact?]	-8	2	1	-19
CCCOc1ccc(-c2nnn(CC(=O)N3CCC(C)CC3)n2)cc1	2	0	1	-4	-6	-17	-2	3	-12
CCOC(=O)c1c(-c2ccco2)csc1NC(=O)CSc1nnc(N)s1	16	-8	-6	6	0	10	-3	4	-8
